Screens from PubChem.
AmpC no deterg = blocks E. coli AmpC beta-lactamase in detergent-free assay | P00811 | AmpC nitrocefin hydrolysis, absorbance 480 nm, 0.0001% Triton | Potency, µM (titrated, usually from 57.1 µM), for inactives: at the top dose activity change, negative = inhibition, usual class: inhibitors | 0.52% of 330,000 active | AID 485341;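 also: potency is read from the fitted curve at half-maximal effect; plate controls were no compound for no effect and no enzyme for full effect; nearly all actives have a fitted effect of over 20% in size; some results filed as inactive show a strong effect at the top dose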
Target sequence (P00811 whole entry, looked up): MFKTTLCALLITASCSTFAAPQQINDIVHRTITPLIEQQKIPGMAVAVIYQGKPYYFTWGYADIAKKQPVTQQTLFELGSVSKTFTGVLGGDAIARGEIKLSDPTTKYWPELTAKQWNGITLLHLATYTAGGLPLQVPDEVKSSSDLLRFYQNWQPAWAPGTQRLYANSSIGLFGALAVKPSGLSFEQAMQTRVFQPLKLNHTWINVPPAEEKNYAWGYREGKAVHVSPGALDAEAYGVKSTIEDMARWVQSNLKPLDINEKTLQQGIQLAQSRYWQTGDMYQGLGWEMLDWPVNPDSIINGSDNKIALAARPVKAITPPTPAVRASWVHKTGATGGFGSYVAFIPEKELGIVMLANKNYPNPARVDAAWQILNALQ
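20 mM phosphate pH 7.0 + 0.01% (detergent screen) or 0.0001% Triton X-100; 5.3 nM AmpC reagent; cpd preinc 15 min RT; nitrocefin (800 uM stock) to start; A480 q20 s × 4 min; Activity was normalised to no-enzyme and no-compound control wells.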
Shiga inhibitor = blocks Shiga toxin action in Vero cells; AID 2315; inhibition, % at 38.7 µM; Vero cells, Shiga toxin protein synthesis inhibition reporter; 9.2% of 290,000 active; in the data active = inhibition mostly above about 28%, no sharp cut-off; inactive = mostly below about 43%; also: 0% is about no effect
Giardia FBPA inh = Giardia lamblia aldolase inhibition; 0.71% of 290,000 active; purified Giardia FBPA; Potency, µM (doses to about 59.6 µM), for the others: at the top dose activity, negative = inhibition, hits mostly inhibitors; also: potency is read from the fitted curve at half-maximal effect; % is scaled to controls: 0 for no effect and ±100 for the full control effect; nearly all actives have a fitted effect of over 55% in size
Target sequence (A8B2U2 whole entry, looked up): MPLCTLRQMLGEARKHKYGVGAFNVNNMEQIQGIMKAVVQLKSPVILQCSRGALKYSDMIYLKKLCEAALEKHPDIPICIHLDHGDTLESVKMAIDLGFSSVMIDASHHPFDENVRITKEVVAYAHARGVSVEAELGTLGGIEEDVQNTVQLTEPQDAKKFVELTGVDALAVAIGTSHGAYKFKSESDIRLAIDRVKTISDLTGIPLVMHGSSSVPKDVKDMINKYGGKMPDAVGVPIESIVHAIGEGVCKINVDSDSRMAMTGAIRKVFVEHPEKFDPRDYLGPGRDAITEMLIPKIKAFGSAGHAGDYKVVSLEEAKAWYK
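Giardia FBPA (40 nM reagent) was preincubated 10 min at RT with compound (up to 57.5 uM final), then substrate plus GAPDH/TPI/NAD/arsenate coupling system with diaphorase/resazurin was added; resorufin fluorescence (525/598 nm) was read after 20 min.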
AMA1 RON2 block = AMA1-RON2 (P. falciparum) interaction inhibition; AlphaScreen AMA1-biotinylated RON2 peptide binding; 0.2% of 360,000 active; Potency, µM (titrated, usually from 58.2 µM), for inactives: top-dose activity change, negative = inhibition, usual class: inhibitors;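 also: potency is read from the fitted curve at half-maximal effect; 0% = vehicle wells and -100% = peptide control; nearly all actives have a fitted effect of over 45% in size; some results filed as inactive show a strong effect at the top dose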
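AMA1 (3D7) with his tag at 25 nM final met compounds first, then biotinylated RON2 peptide at 25 nM; detection used donor plus acceptor beads, 10 µg/mL apiece, read by AlphaScreen after 30 min at room temperature.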
AmpC detergent = blocks E. coli AmpC beta-lactamase in detergent assay. P00811. AmpC hydrolysis of nitrocefin, absorbance 480 nm, 0.01% Triton. Potency, µM (titrated, usually from 114 µM), for the others: at the top dose activity change, negative = inhibition, actives largely listed as inhibitors. 0.041% of 370,000 active;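 also: potency is read from the fitted curve at half-maximal effect; 0% = no-compound wells and -100% = no-enzyme wells; nearly all actives have a fitted effect of over 25% in size; some results filed as inactive show a strong effect at the top dose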
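AmpC (5.3 nM in the dispensed reagent) in 20 mM phosphate pH 7.0 with 0.01% (detergent screen) or 0.0001% Triton X-100 was preincubated with compounds for 15 min at room temperature. Nitrocefin was then added from an 800 uM solution, and hydrolysis was followed at 480 nm.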
Cycloheximide cs = affects cycloheximide protein synthesis inhibition readout, counter-screen; cell reporter, cycloheximide protein synthesis inhibition counterscreen; max response, %; 12% of 300,000 active; AID 2314; in the data active = max response mostly above about 13%, no sharp cut-off; inactive = mostly below about 14%; also: read at 38.3 µM for the half of the compounds with a filed dose; 0% is about no effect
HCMV antiviral = inhibitors of human cytomegalovirus. HFF cells, HCMV-luciferase reporter, 72 h; active compounds read low. activity change, negative = inhibition, % at 57.5 µM. 4.5% of 410,000 active; in the data active = activity change below about -60%; inconclusive = no clear call, values can overlap the other calls; inactive = above about -39%; also: % is scaled to controls: 0 for no effect and ±100 for the full control effect
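Two-dose cell screen: HFF monolayers treated with compounds and infected with luciferase-expressing HCMV at 1 PFU/cell, 72 h at 37C, then lysed for luciferase measurement.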
Active calls of the source: *; ? = inconclusive; nt = no result given; & = joins results of further samples; [ ] = dose if it differs, or a comment. Unless noted, calls follow the shape of the dose curve; as a rule, active = well fitted curve in the direction sought with a large enough effect; inconclusive = small, poorly fitted or top-dose-only effect, or another doubt; inactive = no such curve, though single readings can be large; an effect the other way counts as inactive or inconclusive. An unsorted share of the library, and some 16% of all compounds hit somewhere here.

compound | AmpC no deterg | Shiga inhibitor | Giardia FBPA inh | AMA1 RON2 block | AmpC detergent | Cycloheximide cs | HCMV antiviral
Oc1cccc(NC(=S)Nc2cccnc2)c1 | -22% | 1 | -10% | -23% | -3% | 3 | 4
CCCSc1nc2cc(OC)c(OC)cc2c(=N)n1CCCN1CCOCC1 | 9% | 17 | -3% | -20% | ? | -4 | -25
C=CCOc1c(Br)cc(CNc2ccc(NC(=O)C(C)C)c(OC)c2)cc1OCC | 76%[activator] | 10 | 8.9µM* | -5%[11.6 µM] | -7% | 34* | 38
COc1ccc(NC(=O)CC2C(=O)N(c3cccc(C)c3)C(=O)N2C2CCCCC2)cc1 (stereo unspecified) | -2% | -13 | -2% | -8% | 6%&0% | 1 | 6&59
COc1ccc(-c2cn(-c3ccc(C)cc3C)c(=S)[nH]2)cc1OC | -1% | 21 | 24% | 31%[activator] | -7% | 2 | 1
CS(=O)(=O)Nc1ccc(S(=O)(=O)NC2CCCCC2)cc1 | -14% | 18 | -1% | 11% | -4% | -2 | -32
COc1ccccc1C(c1nnnn1C(C)(C)C)N1CCN(Cc2ccccc2)CC1 (stereo unspecified) | 55% | 10 | -18% | -22% | ? | 0 | -19
COc1cccc(N2C(=O)NC(=O)/C(=C/c3ccc4c5c(cccc35)CC4)C2=O)c1 | -28% | 12 | -28% | nt | ? | 15 | -101*
CCOC(=O)C1CCN(C(c2cc3ccc(C)c(C)c3[nH]c2=O)c2nnnn2C2CCCCC2)CC1 (stereo unspecified) | 10% | -5 | -10% | 11% | -11% | -3 | 11
Cc1c(NC(=O)c2noc(C(C)C)c2[N+](=O)[O-])c(=O)n(-c2ccccc2)n1C | -13% | -11 | -8% | 100%[activator] | -13% | -9 | 25
CC(SCc1cn2cc(Cl)ccc2n1)C(=O)O (stereo unspecified) | -22% | -6 | ? | -5% | 6% | -3 | 21
Cc1c(-c2cccc(Cl)c2)nc2ccccc2c1C(=O)N1CCC2(CC1)OCCO2 | 128%[activator] | -15 | 2% | -22% | -8% | -1 | 1
CCc1noc(C)c1C(=O)OCC(=O)NCc1ccccc1 | -20% | nt | nt | 5% | 5% | nt | -20
O=C(Cc1ccccc1)NN1C(=O)/C(=C/c2ccccc2C(=O)O)SC1=S | -21% | 20 | -30% | 2% | 3% | -1 | 1
CCc1ccc(N2CC(C(=O)Nc3ccc(S(=O)(=O)N4CCCCC4)cc3)CC2=O)cc1 (stereo unspecified) | -7% | -5 | -4% | -8% | -9% | -1 | -7
CC(=O)N/C(=N/c1nc(C)cc(C)n1)Nc1ccc(NC(C)=O)cc1 | 2% | -10 | -23% | 5% | 3% | 1 | -11
CCCNc1c(F)c(F)c2c(C)c3ccccc3nc2c1F | -9% | 16 | -22% | ? | 1% | 15 | 53
COc1cc(OC)cc(C(=O)NCCSC2CCCCC2)c1 | -5% | 25 | 0% | -7% | 6% | 2 | 10
N#Cc1ccc(C(=O)N(Cc2ccco2)c2c(N)n(Cc3ccccc3)c(=O)[nH]c2=O)cc1 | -15% | nt | nt | -2% | ? | nt | -5
C[C@@H](NCCc1ccc(O)cc1)[C@@H](O)c1ccc(O)cc1 | nt | nt | 0% | 20% | nt | nt | 103
COCCSc1nnc(NC(=O)CSc2ccccc2)s1 | -19% | -9 | -14% | 0% | -12% | 8 | 57
CS(=O)(=O)N(CC(=O)N1CCN(c2ccccc2F)CC1)c1ccc2c(c1)OCCO2 | 33% | -5 | 6% | 0% | -8% | -3 | -37
CC1OC2(OC1C)C(=O)Nc1ccccc12 (stereo unspecified) | -4% | -5 | 4% | -3% | 5% | 3 | -4
NC(=O)c1ccc2c(c1)S(=O)(=O)c1ccccc1C2=O | -17% | -7 | 7% | -1% | -1% | -1 | 4
COc1ccc(CNC(=O)[C@@H](C)NC(=O)C2CCN(C(=O)[C@@H](N)CCSC)CC2)cc1 | -2% | -6 | ? | 25% | ? | -1 | -8
Cc1ccsc1C(=O)Nc1ccc(S(=O)(=O)N2CCOCC2)cc1 | -8% | nt | nt | 21% | ? | nt | -24
CCOc1ccc(OCC)c(S(=O)(=O)NCCOC23CC4CC(CC(C4)C2)C3)c1 | 16% | -4 | 2% | 13% | -8% | -3 | -73*
CC1(C)CC(CC(=O)O)CC(C)(C)N1 | -14% | 10 | -5% | 3% | 2% | -4 | 32
CCCc1nc(NCc2ccccn2)c2nnn(Cc3ccccc3F)c2n1 | -21% | -15 | -2% | -4% | 0% | 8 | -33
Cn1nc(C(F)(F)F)c(C(=O)Nc2ccc(Cl)cc2)c1Cl | -6% | -26 | -2% | 7% | -6% | -5 | -30

Next section
compound | AmpC no deterg | Shiga inhibitor | Giardia FBPA inh | AMA1 RON2 block | AmpC detergent | Cycloheximide cs | HCMV antiviral
COc1cc(NC(=O)CN2C(=O)NC(C)(c3ccc4ccccc4c3)C2=O)c(C)cc1[N+](=O)[O-] (stereo unspecified) | ? | 10 | 1% | 1%[11.6 µM] | -9% | -2 | 74
CCCC[C@H](CN(N=O)[C@@H](Cc1ccccc1)CN(C)N=O)N(CCc1ccccc1)N=O | 3% | -7 | -9% | -14% | -4% | -1 | -23
CCCCCC(=O)NC(=S)Nc1ccc(N2CCOCC2)cc1 | -37% | -8 | -7% | 14% | -5% | 12 | -27
CCOC(=O)/C=C/C(=O)Nc1ccc(S(=O)(=O)N2CCc3ccccc32)cc1 | 16µM* | 1 | 5% | -1% | -11% | -4 | 38
CCC(=O)N1c2ccccc2NC2=C(C(=O)CCC2)C1c1ccco1 (stereo unspecified) | -22% | -24 | -3% | -9% | 1% | -5 | -3
COc1ccc(NC2CCCN(C(=O)c3ccc4nc(C)c(C)nc4c3)C2)cc1OC (stereo unspecified) | 3% | -1 | ? | 0% | ? | 11 | -8
CCN(CC)S(=O)(=O)c1cc(NC(=O)CSc2nccn2C)ccc1C | -15% | 103* | 0% | -10% | -4% | 16* | 0
COc1ccc(C(c2sc3nc(C)nn3c2O)N2CCC(O)CC2)cc1OC (stereo unspecified) | 2% | -2 | 1% | -7% | ? | -2 | -7
CC(C)C1Nc2ccc(S(N)(=O)=O)cc2C2C=CCC21 (stereo unspecified) | -48% | -11 | -19% | -5% | -2% | -1 | -17
O=C(COC(=O)C1CCN(S(=O)(=O)c2ccc3c(c2)OCCO3)CC1)Nc1cccc2ccccc12 | -45% | -4 | 1% | -1% | -15% | -2 | ?
c1cc(CCN2CCCC2)ccn1 | 29% | -4 | -28% | -6% | -1% | -4 | 37
CN(C)C(=O)/C(=C\c1cccc(Oc2ccccc2)c1)NC(=O)c1ccccc1 | 31% | 3 | 1% | -15% | -1% | -1 | ?
COc1ccc(/C=N/NC(=O)c2cccnc2)cc1COc1ccc(NC(C)=O)cc1 | 24% | 16 | 2% | 33%[activator] | 0% | 9 | -37
Cc1cc(Br)cc2c1NC(=O)C2(O)CC(=O)c1ccco1 (stereo unspecified) | -2% | 14 | -23% | -1% | -1% | -6 | -22
Cc1nnc(SCC(=O)NCC2CCCO2)n1Cc1ccccc1 (stereo unspecified) | -8% | nt | nt | 0% | nt | nt | -27
COc1ccc(CN2CCN(S(=O)(=O)c3ccc(F)cc3)CC2)c(OC)c1OC | 58% | -7 | ? | ? | 1% | 1 | -2
O=CC(Cl)P(=O)(N1CCOCC1)N1CCOCC1 (stereo unspecified) | 0% | -15 | 4% | -4% | -1% | -1 | 19
CN(C)S(=O)(=O)c1ccc2c(c1)C(CC(=O)O)OC2=O (stereo unspecified) | -4% | -12 | 0% | 2% | -3% | -3 | ?
O=C1C2C3C=CC(CC3)C2C(=O)N1c1ccc(Cl)cc1 (stereo unspecified) | -21% | nt | 9% | 21% | ? | -1 | -15
N/C(Cc1nc2ccccc2s1)=N\O | -17% | 108* | -18% | 84%[activator] | -11% | 31* | 34
CN(C)c1ccc(/C=C(\C#N)C(=O)OCC(=O)N(C)C2CCS(=O)(=O)C2)cc1 (stereo unspecified) | 0% | nt | nt | -12% | -1% | nt | -24
CCc1nnc(N/N=C/c2cc(Br)c(O)cc2O)n1N | -25% | 24* | ? | 21% | -8% | 13* | -14
O=C(CC(Sc1ccc(Br)cc1)C(=O)O)c1ccc(Br)cc1 (stereo unspecified) | -26% | -1 | -2% | nt | -21% | -3 | nt
CC1CCCN(C(=O)COC(=O)Cc2c(F)cccc2Cl)C1 (stereo unspecified) | 0% | 67* | 6% | -23% | 3% | 44* | -25
O=C(COC(=O)c1ccccc1)Nc1ccccc1Sc1ccccc1 | -27% | -10 | 2% | 35%[activator] | ? | 10 | -13
CCOC(=O)Cc1cc(-c2ccccc2)nc2ccc3ccccc3c12 | -19% | 12 | -7% | 10% | 3% | 8 | 155
CCOC(=O)/C=C(\C)Sc1cc(O)c2ccccc2c1O | -54% | 59* | 7.1µM* | -16% | -8% | 31* | -100*
COC(=O)c1cnc(NNS(=O)(=O)c2ccc(C(F)(F)F)cc2)nc1C(F)(F)F | -4% | 3 | ? | 110%[activator] | -2% | -1 | 5
COc1ccc(C(=O)NCC(=O)OCC(=O)c2ccc3c(c2)OCCO3)cc1 | -17% | -16 | -2% | -8% | ? | 7 | -1
CCN1C(=O)[C@H]2[C@@H](c3ccc(-c4ccc(F)cc4)cc3)N[C@@](C)(C(=O)OC)[C@H]2C1=O | 156%[activator] | nt | nt | -5% | nt | nt | -11

Complete entries from above.
Shown for `COCCSc1nnc(NC(=O)CSc2ccccc2)s1` = AmpC no deterg: -19%; Shiga inhibitor: -9; Giardia FBPA inh: -14%; AMA1 RON2 block: 0%; AmpC detergent: -12%; Cycloheximide cs: 8; HCMV antiviral: 57
Shown for `COc1cccc(N2C(=O)NC(=O)/C(=C/c3ccc4c5c(cccc35)CC4)C2=O)c1` = AmpC no deterg: -28%; Shiga inhibitor: 12; Giardia FBPA inh: -28%; AMA1 RON2 block: nt; AmpC detergent: ?; Cycloheximide cs: 15; HCMV antiviral: -101*

Other structures
compound | AmpC no deterg | Shiga inhibitor | Giardia FBPA inh | AMA1 RON2 block | AmpC detergent | Cycloheximide cs | HCMV antiviral
Cc1cccc(Nc2nc(N)nc(CCl)n2)c1 | -16% | 77* | -3% | 16% | 0% | 61* | -104*
CC(C)(O)c1cn(-c2nonc2N)nn1 | -5% | -14 | 2% | 11% | -7% | -2 | -13
Cc1ccc(Cn2nnc3c(=O)n(CC(=O)N4CCCc5ccccc54)cnc32)cc1 | -24% | -1 | -10% | 1% | -3% | -1 | -12
CCOc1cc(CNCc2cccs2)cc(Br)c1OC | -3% | -11 | nt | 4% | -2% | -3 | -39
CC(C)Sc1nc2sc3c(c2c2nnc(SCC(=O)NCc4ccco4)n12)CCCC3 | -14% | 20 | -10% | -9% | -10% | 19 | -20
Fc1cccc(Nc2ncnc3sc4c(c23)CCC4)c1 | -18% | -8 | -10% | 10% | -11% | -1 | -38
C/C(=N\NC(=O)c1sccc1-n1cccc1)c1cccs1 | -39% | 54* | 1% | 41%[activator] | -9% | 19 | 19
